PGK inhibitor: qHTS Assay to Find Inhibitors of Phosphoglycerate Kinase | Phosphoglycerate kinase, glycosomal (Trypanosoma brucei brucei), P07378 | PGK/GAPDH coupled, Kinase-Glo luminescence, 60 min | Potency, µM (top dose mostly 57.5 µM), without a hit: at the top dose activity change, negative = inhibition, usual class: inhibitors | 0.043% of 380,000 active | AID 602233, 2012; note: potency is the fitted concentration of half-maximal effect; % is set by controls: 0 for no effect and ±100 for the full control effect; nearly all actives have a fitted effect of over 60% in size
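Recombinant glycosomal PGK reaction used 1,3-bisphosphoglycerate generated in-well by GAPDH (100nM final) in 100mM TEA pH 7.6, 5mM MgCl2, 0.01% Tween-20. After 60 minutes at room temperature, ATP was read by Kinase-Glo Plus luminescence end-point.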
GLS inh: qHTS for Inhibitors of Glutaminase (GLS); 0.21% of 410,000 active; Potency, µM (highest dose often 45.5 µM), for the others: top-dose activity change, negative = inhibition, actives largely listed as inhibitors; GLS enzymatic activity, qHTS titration; note: potency is the fitted concentration of half-maximal effect; % is set by controls: 0 for no effect and ±100 for the full control effect
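Human kidney-isoform GLS in 45 mM KH2PO4 pH 8.2, 0.02% Tween-20, with compound, started with 1mM L-Glutamine (added stock). Glutamate oxidase/HRP/Amplex red coupled fluorescence read at start and after 30 min at RT.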
JMJD2A Tudor: qHTS Assay for Inhibitors of JMJD2A-Tudor Domain; Lysine-specific demethylase 4A (Homo sapiens), O75164; AlphaScreen JMJD2A-Tudor / H3K4me3 peptide binding; Potency, µM (highest dose often 114 µM), for the others: at the top dose activity change, negative = inhibition, hits mostly inhibitors; 4.4% of 390,000 active; AID 504339, 2011; note: potency is the fitted concentration of half-maximal effect; % is set by controls: 0 for no effect and ±100 for the full control effect; nearly all actives have a fitted effect of over 50% in size
POLH inh: qHTS for Inhibitors of Polymerase Eta | DNA polymerase eta (Homo sapiens), Q9Y253 | recombinant Pol eta, fluorescent DNA replication assay | Potency, µM (series often up to 114 µM), inactives show at the highest dose activity change, negative = inhibition, usual class: inhibitors | 1.2% of 390,000 active | AID 588591, 2011; note: potency is the fitted concentration of half-maximal effect; % is set by controls: 0 for no effect and ±100 for the full control effect
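Pol eta (10 nM) was preincubated with compounds for 15 min at room temperature, after which fluorescent replication substrate (50 nM final) was added to start the reaction. Fluorescence was read kinetically at 0 and 10 min.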
Pin1 inhibitor: qHTS Assay to Find Inhibitors of Pin1. 0.009% of 390,000 active. Potency, µM (top dose mostly 115 µM), without a hit: top-dose activity, negative = inhibition, most hits filed as inhibitors. Peptidyl-prolyl cis-trans isomerase NIMA-interacting 1 (Homo sapiens), Q13526. Pin1 FP peptide displacement, HiFluor488, 10 min; active = well fitted inhibition curve with a large enough effect in the polarisation, with a control signal flat, not every such curve was filed as active; inconclusive = small, poorly fitted or top-dose-only effect, or effect the other way, or a change in a side signal; inactive = no such curve, though single readings can be large or run the other way; the % refers to the polarisation; note: potency is the fitted concentration of half-maximal effect; % is set by controls: 0 for no effect and ±100 for the full control effect
G9a inh: qHTS Assay for Inhibitors of Histone Lysine Methyltransferase G9a; Histone-lysine N-methyltransferase EHMT2 (Homo sapiens), Q96KQ7; G9a H3K9 monomethylation, AlphaScreen, 2 h; Potency, µM (doses to about 102 µM), without a hit: at the highest dose activity, negative = inhibition, actives largely listed as inhibitors; 8.8% of 350,000 active; AID 504332, 2011; note: potency is the fitted concentration of half-maximal effect; % is set by controls: 0 for no effect and ±100 for the full control effect; nearly all actives have a fitted effect of over 75% in size
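G9a (20 nM) preincubated 15 min RT with compounds, then 500 nM biotinylated H3K9 peptide and 20 uM SAM added; 2 h RT reaction. Monomethyl-H3K9 product detected by AlphaScreen with anti-H3K9me1 antibody, streptavidin donor and anti-rabbit IgG acceptor beads.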
BAZ2B block: qHTS Assay for Inhibitors of BAZ2B; 4.4% of 360,000 active; AlphaScreen BAZ2B-H3K14Ac peptide displacement; Potency, µM (doses to about 114 µM), for inactives: at the highest dose activity change, negative = inhibition, usual class: inhibitors; note: potency is the fitted concentration of half-maximal effect; % is set by controls: 0 for no effect and ±100 for the full control effect; nearly all actives have a fitted effect of over 60% in size
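AlphaScreen luminescence quantifies BAZ2B engagement of H3K14Ac peptide; the protein and biotinylated peptide are both at 50 nM final, buffer PBS pH 7.4 with 0.01% Tween-20, all steps at room temperature.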
PI4K2A block: qHTS for small molecular inhibitors of PI4K2A; Phosphatidylinositol 4-kinase type 2-alpha (Homo sapiens), Q9BTU6; purified PI4K2A, ADP-Glo luminescence, 1 h; stronger effect = lower value; activity change, negative = inhibition, % at 76.9 µM; 0.13% of 420,000 active; AID 1346378, 2018; in the data active = activity change below about -50%; inconclusive = mostly about -30% to -49%;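 note: -100% = wells without enzyme as full effect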
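Compounds are screened against recombinant PI4K2A using PI as substrate and ATP, the latter dispensed at 300 microM. Reactions run one hour at ambient temperature before ADP-Glo detection; full inhibition defined by wells lacking enzyme.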
HP1b binding inh: HTS for Inhibitors of HP1-beta Chromodomain Interactions with Methylated Histone Tails. Chromobox protein homolog 1 (Homo sapiens), P83916. AlphaScreen HP1-beta / biotin-H3K9me3 peptide binding. Potency, µM (doses to about 114 µM), for inactives: top-dose activity change, negative = inhibition, actives largely listed as inhibitors. 0.56% of 390,000 active. AID 540317, 2011; note: potency is the fitted concentration of half-maximal effect; nearly all actives have a fitted effect of over 70% in size; inactives centre near 23
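Compound inhibition of the preformed complex between 50 nM HP1-beta and 50 nM biotinylated H3K9me3 peptide was read by AlphaScreen. Buffer was PBS pH 7.4 with 0.01% Tween-20. Incubations ran 30 min at room temperature, with 10 ug/mL donor/acceptor beads.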
* = called active by the depositor; i = inactive; ? = inconclusive; . = no result given; & = joins results of further samples; [ ] = dose if it differs, or a comment. Unless noted, calls come from the whole dose curve; as a rule, active = well fitted curve in the direction sought with a large enough effect; inconclusive = small, poorly fitted or top-dose-only effect, or another doubt; inactive = no such curve, though single readings can be large; an effect the other way counts as inactive or inconclusive.

SMILES	PGK inhibitor	GLS inh	JMJD2A Tudor	POLH inh	Pin1 inhibitor	G9a inh	BAZ2B block	PI4K2A block	HP1b binding inh
COC(=O)C1=C(C)N(CCCC(=O)O)C(=O)NC1c1ccccc1Cl (stereo not drawn)	i	-3%	4%	-5%	-8%	.	.	0	46%[activator]
NC(=O)c1nc[nH]c1C(=O)Nc1cccc(NC(=O)c2cccc(C(F)(F)F)c2)c1	4%	-3%	-14%	-16%	7%	.	.	-2	47%[activator]
COC(=O)c1cc(S(=O)(=O)NCCc2ccc(SC)cc2)c[nH]1	4%	-3%	-13%	-24%	?	11%	-30%	0	26%
COc1ccc(-c2cnc(C)o2)cc1S(=O)(=O)Nc1ccc(C)c(F)c1	-10%	?	-33%	?	2%	-6%[59 µM]	?	-8	-9%
CC(C)(C)OC(=O)Nc1ccc([C@@H](NC(=O)OC(C)(C)C)C(=O)OC(C)(C)C)cc1	1%	-3%	-5%	-17%	?	10%[0.501 µM]	-4%	-3	47%[activator]
COc1ccccc1NC(=S)NC(C)=O	-3%	1%	-12%	-6%	2%	-28%	-30%	-5	10%
O=C(c1ccc2c(c1)OCCO2)N1CCN(c2ccc(C(F)(F)F)cn2)CC1	3%	-3%	.	-19%	.	.	.	0	.
CCOc1ccccc1CNC(=O)c1ccc(Cn2c(=O)c3cccn3c3cccnc32)cc1	12%	0%	-15%	-18%	6%	-9%[59 µM]	-16%	0	19%
O=C(CSC1=NS(=O)(=O)c2ccccc2N1)Nc1ccc(F)cc1	3%	5%	-9%	5%	6%	-4%	10%	-4	32%
C=CCOc1ccc2c3c(c(=O)oc2c1)CCCC3	5%	18%	12%	8%	1%	.	.	0	53%
Cc1ccc(/C=C2\SC(=S)N(CCCC(=O)N3CCOCC3)C2=O)cc1	-8%	3%	20µM*	-23%	-6%	.	11µM*	-2	?
CC(C)=C1SC(N2CCN(c3ccc(C)c(Cl)c3)CC2)=NC1=O	i	6%	-17%	?	-8%	11%	-2%	-3	11%
CN1CCN(C(=O)N2CCNC2=O)CC1	6%	-12%	-4%	-6%	3%	-5%[12.7 µM]	?	5	48%[activator]
CCCCn1c(N)c(Sc2ccccc2[N+](=O)[O-])c(=O)[nH]c1=O	-8%	-2%	-3%	-18%	-13%	-5%[12.7 µM]	-7%	-11	27%
O=C(COC(=O)C1CC(=O)N(Cc2ccccc2)C1)Nc1ccccc1F (stereo not drawn)	-3%	-2%	-11%	9%	-5%	2%	-14%	-2	33%
CC1=C(C(=O)NCc2ccccc2F)C2(CCCCC2)OC1=O	-4%	-15%	-15%	5%	-12%	-10%[59 µM]	-1%	-3	15%
CCN(CC)S(=O)(=O)c1cccc(-c2cn3cc(C)ccc3n2)c1	-3%	1%	-23%	-12%	-5%	?	-28%	5	10%
COc1nc(OC)nc(N2CCC(C(=O)NC3CC3)CC2)n1	-4%	-3%	5%	-17%	-6%	4%	-8%	8	66%[activator]
Cc1cccc(NC(=O)Cn2nc([N+](=O)[O-])c(Br)c2C)n1	0%	-7%	-14%	-17%	-3%	23%	3%	1	27%
COc1ccc(S(=O)(=O)CCC(=O)NCCc2cccc(C)c2)cc1	5%	0%	4%	-10%	1%	14%	2%	-2	22%
CCOCCn1c(CCCO)nc2ccccc21	5%	12%	3%	7%	-1%	-5%[59 µM]	.	-3	49%[activator]
CC(=O)NS(=O)(=O)c1ccc(N)cc1	-3%&-9%	1%&-1%&-9%	2%&-4%	-9%&-13%	-8%&1%	5%[59 µM]	-21%&6%	-2&0&2	38%&54%
O=C(Nc1ccc(S(=O)(=O)Nc2nccs2)cc1)C1=NN(c2ccccc2)C(=O)CC1	8%	-2%	-18%	50µM*	11%	45µM*	-8%	-10	19%
CCn1c(-c2csc3c2CCCC3)n[nH]c1=S	-3%	-14%	10µM*	-17%	-2%	7.9µM*	-7%	4	-22%
NC1=NC(=O)/C(=C/c2cc(Br)c(O)c(Br)c2)S1	-5%	20%	-19%	-14%	?	?	-16%	11	11%

Complete entries from above.
CC(C)(C)OC(=O)Nc1ccc([C@@H](NC(=O)OC(C)(C)C)C(=O)OC(C)(C)C)cc1 reads PGK inhibitor: 1%; GLS inh: -3%; JMJD2A Tudor: -5%; POLH inh: -17%; Pin1 inhibitor: ?; G9a inh: 10%[0.501 µM]; BAZ2B block: -4%; PI4K2A block: -3; HP1b binding inh: 47%[activator]
CCOCCn1c(CCCO)nc2ccccc21 reads PGK inhibitor: 5%; GLS inh: 12%; JMJD2A Tudor: 3%; POLH inh: 7%; Pin1 inhibitor: -1%; G9a inh: -5%[59 µM]; BAZ2B block: .; PI4K2A block: -3; HP1b binding inh: 49%[activator]

Next section.
SMILES	PGK inhibitor	GLS inh	JMJD2A Tudor	POLH inh	Pin1 inhibitor	G9a inh	BAZ2B block	PI4K2A block	HP1b binding inh
Cc1ccc(-n2c(Cc3cccn3C)nnc2SCC(=O)Nc2ccc3c(c2)OCO3)cc1	-5%	7%	45µM*	-9%	-6%	?	45µM*	1	?
CCN(CC(=O)NCc1ccc(F)cc1)CC(=O)Nc1ccc(S(=O)(=O)N2CCCC2)cc1	-2%	-4%	-6%	-15%	4%	0%	-4%	4	39%[activator]
CC(=O)c1cccc(NC(=O)c2noc3c2CSc2ccccc2-3)c1	-1%	7%	8%	9%	0%	-32%[59 µM]	3%	-4	38%
O=C(CSc1n[nH]c(-c2ccccc2)n1)c1ccc(O)c(O)c1	.	-5%	63µM*	40µM*	-15%	7.9µM*	45µM*	4	-13%
COc1ccc(S(=O)(=O)N(C)C[C@H]2Oc3ccc(NC(=O)Nc4ccc5c(c4)OCO5)cc3CC(=O)N([C@@H](C)CO)C[C@@H]2C)cc1	i	13%	?	-7%	1%	.	.	3	-7%
Nc1[nH][nH]c(=O)c1N=Nc1ccc2c(c1)OCO2	-3%	1%	?	-10%	10%	?	?	-7	4%
CCCN1C(=O)c2cc(C(=O)Nc3ccccc3OC)ccc2C1Nc1ccccc1OC (stereo not drawn)	3%	30%	-27%	-4%	1%	.	-33%	3	10%
O=C(CCN1CCC2CCC(C2)C1)c1ccc(F)cc1 (stereo not drawn)	-7%	-7%	-23%	-7%	6%	.	.	3	50%[activator]
Cc1c(Cl)cccc1NS(=O)(=O)c1ccc(NS(=O)(=O)c2ccc3c(c2)OCCO3)cc1	-4%	17%	-11%	-4%	9%	?	-11%	4	2%
CC1(C)Cc2cccc(OCC(=O)OCC(=O)NCc3ccccc3)c2O1	-1%	11%	-10%	-1%	1%	.	-3%	5	16%
O=C(Cc1ccccc1)NN1C(=O)/C(=C/c2ccccc2C(=O)O)SC1=S	-10%	18%	-18%	-17%	-15%	?	-3%	-4	26%
O=[N+]([O-])c1ccccc1S(=O)(=O)Nc1ncccn1	1%	0%	-17%	8%	-1%	17%[2.33 µM]	-9%	-1	21%
NC(=O)C1CCN(S(=O)(=O)c2cccc(S(=O)(=O)N3CCCCC3)c2)CC1	4%	10%	7%	-3%	-1%	23%[59 µM]	-6%	0	35%
O=C(CSc1ncn[nH]1)c1ccco1	-1%	-1%	-5%[11.4 µM]	-10%	0%	5.6µM*	0%	6	?
CCCn1nnnc1NCc1cccc(OC)c1OC	-9%	-5%	11%[57.1 µM]	-9%	-2%	?	-5%	-5	6%
O=C(c1cc2ccccc2[nH]1)N(Cc1cccnc1)CC1CCCN(C2CCCCC2)C1 (stereo not drawn)	4%	1%	-17%	1%	1%	5%	-20%	0	26%
O=C(Nc1ccc(-c2nc3ccccc3o2)cc1)C1CCCO1 (stereo not drawn)	-11%	4%	-15%	-20%	3%	7%[59 µM]	4%	?	51%[activator]
COc1ccc(NC2CCCN(C(=O)c3csc(C(C)C)n3)C2)cc1 (stereo not drawn)	0%	-1%	-18%	-7%	-3%	-17%	-16%[57.1 µM]	-1	46%[activator]
Cc1ccc(NC(=O)CCNC(=O)c2ccccc2Cl)cc1S(=O)(=O)N1CCCCCC1	-6%	8%	-19%	-11%	-3%	14%[12.7 µM]	-28%	-7	14%
CC(C)C(=O)NC(=S)NCC(=O)c1ccccc1	-10%	-12%	12%	-3%	-2%	?	-14%	4	16%
O=S(=O)(c1ccc(F)cc1)N(CC(O)Cn1c2ccccc2c2ccccc21)c1ccccc1 (stereo not drawn)	-6%	-3%	-15%	-8%	?	-26%[59 µM]	2%[57.1 µM]	-1	29%
Cc1cccc(N2C(=O)C(Cc3ccccc3)NC2=S)c1 (stereo not drawn)	-5%	9%	41%[activator]	-12%	-3%	5%	3%	-3	46%[activator]
COc1cccc(Cn2c(NCc3ccc(C)cc3)nc3c2c(=O)n(C)c(=O)n3C)c1	-7%	-2%	2%	-17%	1%	10%[59 µM]	2%	-1	31%
CC(=O)Nc1c(-c2ccccc2Cl)c(=O)c2ccccc2n1C	-5%	?	-6%	-3%	-1%	17%	1%	-1	27%
CCOC(=O)NC1CCc2cc(OC)c(OC)c(OC)c2-c2ccc(OC)c(=O)cc21 (stereo not drawn)	-4%	-3%	-22%	-4%	-1%	.	.	4	8%
CC(=O)Nn1c(-c2ccccc2)cc2ccccc21	-8%	-9%	-9%[11.4 µM]	-9%	-8%	-6%[59 µM]	.	-1	62%[activator]
NC(=O)C1CCCN(Cc2ccc3ccccc3c2)C1 (stereo not drawn)	i	0%	-20%	-3%	-10%	?	3%	1	10%

Screens (PubChem)

These rows are one share of the data (hit frequency here may not be typical).
